B2AR arrestin = agonists driving beta-arrestin recruitment to human beta2-adrenergic receptor; 0.02% of 330,000 active; P07550; beta-arrestin recruitment to beta2AR, cell-based reporter; Potency, µM (doses to about 46.1 µM), for inactives: at the highest dose activation, usual class: activators; AID 492947;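 further: potency means the concentration at half of the fitted maximal effect; 0% = DMSO controls and full agonism = EC100 isoproterenol or metaproterenol; nearly all actives have a fitted effect of over 65% in size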
GALK inh = galactokinase (human) inhibition; P51570; Purified GALK, Kinase-Glo residual ATP luminescence; Potency, µM (doses to about 57.5 µM), for inactives: at the top dose activity change, negative = inhibition, most hits filed as inhibitors; 0.007% of 270,000 active; further: potency means the concentration at half of the fitted maximal effect
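The enzyme phosphorylates galactose (100 uM) using ATP (35 uM); inhibition is detected as higher residual ATP, quantified by bioluminescence after 1 h reaction at room temperature, pH 8.0.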
uPA generation = inhibitors of cell surface uPA generation | cell surface uPA generation assay, qHTS | Potency, µM (top dose mostly 38.3 µM), for inactives: top-dose activity change, negative = inhibition, hits mostly inhibitors | 0.31% of 330,000 active | AID 540303; active means well fitted inhibition curve with a large enough effect; inconclusive means small, poorly fitted or top-dose-only effect; inactive means no such curve, though single readings can be large or run the other way; tested in mouse RAW 264.7 cells; further: potency means the concentration at half of the fitted maximal effect; nearly all actives have a fitted effect of over 55% in size
FBPA coupling cs = counter-screen for Giardia aldolase inhibitors: coupling enzyme system; coupling enzyme system counterscreen, AmpLite Red fluorescence; activity change, negative = inhibition, % at 58.2 µM, hits read low; 0.67% of 290,000 active; AID 2472; in the data active means activity change below about -30%
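Counterscreen of the coupled detection system alone, without aldolase: glyceraldehyde-3-phosphate coupling enzymes plus AmpLite Red readout. Compounds at 57.5 uM final, 10 min RT preincubation, 20 min RT reaction, fluorescence 525/598 nm.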
Eya2 phos inh = Eya2 (human) phosphatase inhibition; Potency, µM (highest dose often 76.9 µM), for the others: at the highest dose activity, negative = inhibition, most hits filed as inhibitors; recombinant Eya2, OMFP fluorescence dephosphorylation (OMFP is methylfluorescein phosphate); 0.006% of 330,000 active; O00167; further: potency means the concentration at half of the fitted maximal effect
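Eya2 (0.2 uM) preincubated 10 min at ambient with compound, then OMFP substrate added at 50 uM; 10 min reaction in 50 mM HEPES pH 7.5, 50 mM NaCl, 5 uM MgCl2, 0.05% BSA, 1 mM DTT. Fluorescence read at Ex 485/Em 525 nm.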
KCNH2 3.1 block = inhibitors of human KCNH2 3.1 potassium channel isoform | U2OS KCNH2 3.1, thallium flux FluxOr; active compounds read low | activity change, % (tested at about 1.8 µM) | 0.95% of 340,000 active;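 active means maximum activity change below -70%; inconclusive means maximum activity change from -70% to -50%; inactive means maximum activity change above -50%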;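 further: thallium influx rate constant from kinetic fluorescence after stimulation buffer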
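Thallium flux read-out: FluxOr dye with Red40 quencher in HBSS/HEPES, 45 min at RT. Rate constants from kinetic reads were normalized to positive and negative DMSO controls. Cells: U2OS virally expressing the 3.1 isoform.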
USP2a block = blocks human ubiquitin-specific protease USP2a; Potency, µM (series often up to 38.3 µM), inactives show at the top dose activity change, negative = inhibition, hits mostly inhibitors; USP2 core, Ub-CHOP2 coupled fluorogenic reporter, 485/531; AID 463254; O75604; 0.01% of 330,000 active;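 further: potency means the concentration at half of the fitted maximal effect; plate controls were DMSO wells for no effect and full inhibition by NEM control for full effect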
Target sequence (O75604 whole entry, looked up): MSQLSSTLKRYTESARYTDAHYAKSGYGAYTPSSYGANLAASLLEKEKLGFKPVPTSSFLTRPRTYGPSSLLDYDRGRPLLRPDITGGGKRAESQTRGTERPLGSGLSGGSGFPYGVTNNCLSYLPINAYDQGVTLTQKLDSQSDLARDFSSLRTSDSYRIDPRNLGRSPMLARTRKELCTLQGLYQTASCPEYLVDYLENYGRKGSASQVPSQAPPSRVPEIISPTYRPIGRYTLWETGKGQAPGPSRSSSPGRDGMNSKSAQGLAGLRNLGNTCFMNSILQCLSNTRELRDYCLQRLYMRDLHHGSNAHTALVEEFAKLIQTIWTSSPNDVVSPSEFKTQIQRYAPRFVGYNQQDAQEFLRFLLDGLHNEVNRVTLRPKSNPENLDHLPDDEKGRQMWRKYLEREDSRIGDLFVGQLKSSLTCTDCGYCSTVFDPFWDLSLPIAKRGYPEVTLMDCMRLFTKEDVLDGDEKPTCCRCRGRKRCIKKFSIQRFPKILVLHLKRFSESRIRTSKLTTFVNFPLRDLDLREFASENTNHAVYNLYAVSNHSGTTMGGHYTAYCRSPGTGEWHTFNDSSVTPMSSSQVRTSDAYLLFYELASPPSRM
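USP2 core (10nM final) preincubated 30min RT with compound in 20mM Tris-HCl pH 8.0, 2mM CaCl2, 2mM beta-mercaptoethanol, 0.05% CHAPS; 25nM Ub-CHOP2 plus 25nM reporter substrate added, fluorescence (Ex485/Em531) read after 60min.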
KCNH2 WT inh = inhibitors of human wildtype KCNH2 potassium channel; Q12809; U2OS, BacMam KCNH2, thallium flux FluxOr; active compounds read low; activity change, % at 1.84 µM; 0.37% of 340,000 active; AID 720551;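 active means maximum activity change below -70%; inconclusive means maximum activity change between -70% and -50%; inactive means maximum activity change above -50%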
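U2OS cells were transduced with wild-type KCNH2 virus (2.03 x 10^8 / mL) for 4 h at room temperature, then cultured overnight at 37 C. Thallium flux was read with FluxOr dye. Rate constants were normalized to DMSO controls.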
PKM2 act = increases activity of human pyruvate kinase M2 | P14618 | purified PKM2, Kinase-Glo ATP luminescence, activation; response scale: 0% is enzyme alone, no compound | Potency, µM (series often up to 57.5 µM), without a hit: at the top dose activation, hits mostly activators | 0.34% of 260,000 active | AID 1631; further: potency means the concentration at half of the fitted maximal effect; nearly all actives have a fitted effect of over 55% in size
Target sequence (P14618 whole entry, looked up): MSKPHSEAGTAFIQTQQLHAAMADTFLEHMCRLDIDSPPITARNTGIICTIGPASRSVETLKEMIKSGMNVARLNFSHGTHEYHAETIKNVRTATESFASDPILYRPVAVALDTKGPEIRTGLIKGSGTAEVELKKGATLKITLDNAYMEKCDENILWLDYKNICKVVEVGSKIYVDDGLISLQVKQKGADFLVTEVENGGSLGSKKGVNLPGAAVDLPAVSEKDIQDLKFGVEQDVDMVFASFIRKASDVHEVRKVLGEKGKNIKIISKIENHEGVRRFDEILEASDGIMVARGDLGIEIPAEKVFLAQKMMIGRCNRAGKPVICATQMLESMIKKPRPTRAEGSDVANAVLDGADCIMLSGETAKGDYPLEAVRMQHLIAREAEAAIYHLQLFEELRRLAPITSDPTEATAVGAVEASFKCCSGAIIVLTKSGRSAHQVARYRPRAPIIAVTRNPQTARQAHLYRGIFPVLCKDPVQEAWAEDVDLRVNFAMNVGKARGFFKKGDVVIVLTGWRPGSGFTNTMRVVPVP
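hPK-M2, >95% pure; 0.1 mM ADP / 0.5 mM PEP final; imidazole pH7.2 buffer w/ 7 mM MgCl2, 50 mM KCl; 1 h RT; Kinase-Glo lum. Intermediate enzyme activity for dual inhibitor/activator qHTS.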
Giardia killer = Giardia lamblia killing; Giardia lamblia trophozoite viability; activity change, % at 7.66 µM, hits read low; 0.15% of 340,000 active; in the data active means activity change below about -80%; inconclusive means between about -30% and that limit;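 further: parasites exposed to compound for two days anaerobically before the ATP read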
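Each well holds 100 Giardia trophozoites and compound. After two days (48 hrs) at 37 deg C in anaerobic conditions, ATP is quantified by luminescence.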
BCR signal inh = inhibitors of chronic active B-cell receptor signaling. ABC-DLBCL IkBa-CBG/CBR reporter, luminescence ratio, 4 h. Potency, µM (top dose mostly 46.1 µM), without a hit: top-dose ratio change, negative = lower green/red ratio, hits mostly inhibitors. 0.05% of 340,000 active. AID 493014; active means well fitted inhibition curve with a large enough effect in the signal ratio, with a control signal flat, not every such curve was filed as active; inconclusive means small, poorly fitted or top-dose-only effect, or effect the other way, or a change in a side signal; the % refers to the signal ratio;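 further: potency means the concentration at half of the fitted maximal effect; plate controls were basal doxycycline-induced cells for no effect and cells given 10 µM MG132 for full effect; MG132 reads +100%, hits lower the ratio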
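Concentration-response series (up to 46 uM) were applied to TMD8 dual-reporter cells for 4 h at 37C with doxycycline. Green/red ratio, after filter-overlap correction, defined %Activity; red signal alone was normalised to basal cells and zero luminescence.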
Numbers without * were called inactive; ? = inconclusive; / = no result given. Unless noted, the call rests on the fitted dose curve; in most records, active means well fitted curve in the direction sought with a large enough effect; inconclusive means small, poorly fitted or top-dose-only effect, or another doubt; inactive means no such curve, though single readings can be large; an effect the other way counts as inactive or inconclusive. Unless noted, on the % scale 0 is the no-effect control and ±100 the full control effect.

SMILES	B2AR arrestin	GALK inh	uPA generation	FBPA coupling cs	Eya2 phos inh	KCNH2 3.1 block	USP2a block	KCNH2 WT inh	PKM2 act	Giardia killer	BCR signal inh
COc1cc(-c2noc(C3CCCN(C(=O)c4ccccc4)C3)n2)cc(OC)c1OC (configuration not stated)	-0.4%	-1%	12%	-2	-1%	3	2%	-3	3%	-1	-9%
O=C(c1ccc(Cl)cc1)N1CCn2c1nc1ccccc12	0.0%	1%	6%	0	5%	2	2%	0	-2%	11	-2%
COc1ccc(-c2nc(-n3c(C)c(C(C)=O)c(C(C)=O)c3C)sc2C)cc1	-0.7%	-1%	-2%	/	-10%	4	-2%	10	2%	-7	9%
Nc1ccc(C(=O)OC2CCOC2=O)cc1[N+](=O)[O-] (configuration not stated)	-0.4%	2%	1%	2	3%	6	2%	4	0%	4	?
N#Cc1ccc(OCC(=O)N2CCN(c3ccc(C(F)(F)F)cn3)CC2)cc1	0.1%	/	9%	/	-5%	-92*	3%	-41	/	21	13%
Nc1n[nH]c(-c2cccc([N+](=O)[O-])c2)n1	-0.3%	0%	4%	1	-3%	-7	6%	-42	2%	1	2%
Cc1ccc(NC2CCCN(C(=O)c3cccc4nccnc34)C2)cc1C (configuration not stated)	-0.8%	-2%	1%	/	-3%	/	-9%	11	-5%	-1	-8%
O=C(c1c(F)cccc1F)N1CCCC(c2nc(-c3cccs3)no2)C1 (configuration not stated)	0.2%	-2%	-6%	0	8%	-1	0%	4	-7%	-21	-15%
COc1cccc(CN(C)CC(=O)Nc2sc3c(c2C#N)CCC3)c1OC	-0.2%	11%	-2%	1	3%	-1	-6%	6	4%	-5	?
COC(=O)C1C(=O)C(C(=O)/C=C/c2ccccc2)C(=O)CC1(C)C (configuration not stated)	0.2%	-2%	-10%	8	2%	-2	0%	21	/	9	-21%
COc1ccc(NC(=O)CSc2nnc(-c3ccccn3)n2-c2ccccc2)cc1OC	0.2%	-2%	/	-1	-12%	-5	0%	-37	-1%	-1	29%
Cc1cc2c(=O)n(CC(=O)NCC(=O)Nc3ccc(C(C)C)cc3)cnc2s1	-0.6%	2%	2%	0	9%	-2	2%	-10	/	?	0%
c1ccc(-c2nnn(C34CC5CC(CC(C5)C3)C4)n2)cc1	5.1%	-2%	4%	-2	0%	-3	-2%	9	3%	10	0%
O=C(Nc1ccccc1C(=O)NCc1ccco1)Nc1cccc2ccccc12	-0.1%	8%	?	-4	2%	-8	2%	5	2%	7	?
CC12CC3CC(C)(C1)CC(C(=O)NC(=S)N1CCOCC1)(C3)C2	-0.8%	-2%	-5%	0	-11%	5	0%	17	-5%	3	14%

Structural class, those above with a cyano group
SMILES	B2AR arrestin	GALK inh	uPA generation	FBPA coupling cs	Eya2 phos inh	KCNH2 3.1 block	USP2a block	KCNH2 WT inh	PKM2 act	Giardia killer	BCR signal inh
N#Cc1ccc(OCC(=O)N2CCN(c3ccc(C(F)(F)F)cn3)CC2)cc1	0.1%	/	9%	/	-5%	-92*	3%	-41	/	21	13%
COc1cccc(CN(C)CC(=O)Nc2sc3c(c2C#N)CCC3)c1OC	-0.2%	11%	-2%	1	3%	-1	-6%	6	4%	-5	?

The list goes on:
SMILES	B2AR arrestin	GALK inh	uPA generation	FBPA coupling cs	Eya2 phos inh	KCNH2 3.1 block	USP2a block	KCNH2 WT inh	PKM2 act	Giardia killer	BCR signal inh
CCOC(=O)[C@H]1[C@H]2COc3ccc(Cl)cc3[C@H]2N2C(=O)CNC(=O)[C@@]12C	5.7%	/	0%	/	5%	8	-1%	-15	/	-14	15%
Cn1c(=N)n(CC(=O)c2ccc(F)cc2)c2ccccc21	0.5%	-2%	-18%	0	-2%	-6	3%	3	/	-2	?
O=C(NNC(=O)c1ccc(-c2ccc([N+](=O)[O-])cc2)o1)c1ccncc1	0.4%	/	-6%	/	-1%	-22	3%	2	/	-24	?
COc1ccccc1NC(=O)c1ccccc1Nc1ccccc1	-0.4%	0%	9%	-3	-3%	-31	-4%	-4	/	-12	0%
O=C(NCCCN1CCCC(O)C1)c1cc(COc2ccc(F)cc2F)on1 (configuration not stated)	0.5%	-4%	0%	0	9%	0	0%	17	-1%	-6	2%
CCn1cnc2cc(NC(=O)c3ccco3)ccc21	-0.6%	1%	-10%	0	0%	0	5%	-8	-7%	?	?
COc1ccccc1CNC(=O)CCCc1cn(C)c2ccccc12	0.4%	2%	-13%	2	-2%	-20	-2%	4	/	-13	?
O=C(CSc1nnc(-c2ccc(O)cc2)n1-c1ccccc1)CC(=O)Nc1ccccc1	-0.8%	0%	0%	5	6%	15	-11%	-2	-17%	22	10%
O=C(C1CCCN(S(=O)(=O)Cc2ccccc2)C1)N1CCc2ccccc21 (configuration not stated)	-0.1%	0%	1%	3	8%	15	-1%	-4	7%	17	-20%
CC(C)c1nnc(NC(=O)C2CCCN2C(=O)Nc2ccccc2)s1 (configuration not stated)	-0.5%	0%	-1%	0	2%	0	-1%	16	0%	13	?
CCOc1ccc(NC(=O)CN(C)C(=O)c2cccnc2Sc2ccccc2Cl)cc1OCC	0.2%	/	-2%	/	-16%	5	0%	-6	/	-6	?
CCOC(=O)C1CCN(Cc2cn(C)nc2-c2ccc(Oc3ccccc3)cc2)CC1	0.3%	2%	2%	1	-1%	-24	-1%	13	-1%	-4	2%
O=C(NCCN1CCCCC1)Nc1ccc(F)cc1	-0.4%	2%	-4%	1	-9%	-7	0%	2	2%	-9	2%
Cc1ccc(S(=O)(=O)NCC(=O)NCc2ccncc2)cc1	0.4%	-2%	-5%	0	0%	-1	1%	0	9%	13	-16%
CCOc1ccc(C(C)=O)cc1CSc1nnnn1-c1ccc(O)cc1	0.1%	-1%	5%	5	-5%	9	-2%	-21	?	3	-7%
CCOC(=O)[C@@H]1[C@H]2COc3cc(OC)ccc3[C@H]2N2C(=O)N(c3ccc(Cl)cc3)C(=O)[C@]12C	0.1%	/	15%	/	7%	-14	1%	7	/	4	-2%
Nn1c(SCC(=O)NCC2CCCO2)nnc1-c1ccco1 (configuration not stated)	-0.5%	/	-1%	/	4%	-7	1%	-5	/	9	?
COC(=O)c1cc(N=Cc2c(O)c3ccccc3oc2=O)cc(C(=O)OC)c1	-0.5%	3%	?	-2	-8%	6	-1%	1	-1%	5	?
COCCCNC(=O)c1ccc([N+](=O)[O-])c(Cl)c1	-1.4%	2%	-1%	1	4%	-2	-2%	-12	8%	-3	8%
CCN(CC(=O)Nc1cccc(C(C)=O)c1)S(=O)(=O)c1ccc(OC)cc1	0.2%	-5%	11%	1	-19%	-3	-1%	-2	9%	-1	-9%
Cc1ccc(NC(=O)C2CCCN(c3ncccn3)C2)cc1F (configuration not stated)	-0.9%	1%	1%	-8	0%	-23	-2%	25	1%	-14	1%
O=C1CSC(c2ccccc2)N1Nc1nc(N2CCOCC2)nc(N2CCOCC2)n1 (configuration not stated)	-1.4%	5%	2%	-4	9%	-11	-1%	12	9%	11	?
NC(=O)c1ccccc1NC(=O)/C=C/c1cccc(Cl)c1	-0.3%	-4%	-5%	-4	0%	/	0%	0	-7%	6	?
O=C(N[C@@H](Cc1c[nH]c2ccccc12)C(=O)O)c1ccccc1Cl	-0.1%	-1%	5%	-1	4%	-10	-1%	-5	-5%	4	3%
O=C1NC(CCc2ccccc2)C(=O)N1CCOc1ccccc1 (configuration not stated)	-0.2%	-3%	3%	1	2%	-3	10%	10	-2%	6	?
COc1ccc(-n2c(C)c(C(C)=O)c3cc(OC(C)=O)ccc32)cc1	-0.3%	5%	12%	4	-1%	-10	0%	-1	8%	-20	0%
COc1cccc(NS(=O)(=O)c2c(C)nc3sccn3c2=O)c1	-0.2%	/	-8%	0	0%	8	1%	-2	?	-16	-13%
COc1ccccc1C(=O)N1CCC(N2CCN(c3ccccc3)CC2)CC1	0.6%	-1%	-1%	2	-13%	-1	-2%	6	3%	-15	?
CC1(c2ccccc2Cl)NC(=O)N(CC(=O)NCCC2=CCCCC2)C1=O (configuration not stated)	0.3%	9%	-2%	0	15%	-14	2%	3	-3%	11	4%
COc1ccc(OC(C)=O)c(C2c3cc(OC)c(OC)cc3CCN2C(C)=O)c1 (configuration not stated)	-0.1%	0%	-5%	1	0%	4	-3%	2	-4%	-6	0%
O=C(OCC(=O)N1CCN(c2ccccc2)CC1)C1CCCN1S(=O)(=O)c1ccc(Cl)cc1 (configuration not stated)	-0.3%	/	-5%	/	-14%	-13	-1%	9	/	-5	0%
NNC(=O)c1ccc(-c2ccccc2F)cc1	-0.5%	2%	-7%	-1	-35%	7	-7%	0	-9%	-25	-5%
O=C(C#Cc1ccccc1)Nc1cccc(F)c1	-0.1%	1%	-16%	-4	0%	-21	-1%	3	-2%	-9	?
Cc1ccc(NC(=O)c2noc3c2CCCCC3)cc1	-0.1%	-2%	/	0	-4%	1	0%	12	0%	-1	?

Compound activity deposited in PubChem BioAssay by National Center for Advancing Translational Sciences (NCATS).
